M1 ag parental = counter-screen for M1 agonists: effect in parental CHO-K1 cells; Fluo-8 calcium fluorescence; scaled to maximal ATP response, vehicle zero; activation, % at 3 µM; actives 0.48% (n = 360,000); AID 602248, 2012; in the data active means activation above about 15%;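 further: untransfected CHO-K1 host cells lacking M1 receptor as counterscreen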
M1 PAM = human M1 muscarinic receptor positive allosteric modulators, primary screen, CHO-K1 cells, Fluo-8 calcium fluorescence, 1536-well; CHO-K1 hM1, ACh EC20; 0% = ACh EC20, 100% = maximal ACh; activation, % at 3 µM; actives 0.088% (n = 360,000); in the data active means activation above about 19%, passing the limit was not always enough
CHO parental Ca = ATP-evoked calcium signal inhibitors, parental CHO, primary screen, counter-screen for OX1R antagonist project, cell-based, fluorescence, Fluo-8 calcium dye; AID 463079, 2010; parental CHO-K1, ATP-induced calcium, Fluo-8 fluorescence; inhibition, % at 5.6 µM; actives 0.63% (n = 330,000);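 active means inhibition above that plate's mean sample inhibition plus 3 SD, cut at about 26% in these data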;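 further: 0% = ATP-challenged DMSO wells and 100% = DMSO wells without ATP; some compounds past the cut are filed as inactive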
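material = parental CHO cells | also added = ATP as calcium-mobilizing challenge | dosing = single point at 5.6 µM | detection = intracellular calcium via Fluo-8 no-wash fluorescent dye | read-out = % inhibition | benchmarks = low control ATP plus DMSO, high control DMSO only | repeats = one well per compound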
OXTR potentiate = human OXTR potentiators, primary screen, fluorescence, CHO-OTR cells, Fluo-8 calcium | Oxytocin receptor (Homo sapiens), P30559 | Fluo-8 calcium fluorescence, potentiator mode; 0% = oxytocin EC15, 100% = EC100 | activation, % at 3 µM | actives 0.061% (n = 320,000);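 active means activation above that plate's cutoff, the mean activation of tested compounds plus 3 SD, cut at about 6.6% in these data, passing the limit was not always enough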;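 further: 100% uses oxytocin at 75 nM as the full agonist control; some results filed as inactive read as strong as hits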
Target sequence (P30559 whole entry, looked up): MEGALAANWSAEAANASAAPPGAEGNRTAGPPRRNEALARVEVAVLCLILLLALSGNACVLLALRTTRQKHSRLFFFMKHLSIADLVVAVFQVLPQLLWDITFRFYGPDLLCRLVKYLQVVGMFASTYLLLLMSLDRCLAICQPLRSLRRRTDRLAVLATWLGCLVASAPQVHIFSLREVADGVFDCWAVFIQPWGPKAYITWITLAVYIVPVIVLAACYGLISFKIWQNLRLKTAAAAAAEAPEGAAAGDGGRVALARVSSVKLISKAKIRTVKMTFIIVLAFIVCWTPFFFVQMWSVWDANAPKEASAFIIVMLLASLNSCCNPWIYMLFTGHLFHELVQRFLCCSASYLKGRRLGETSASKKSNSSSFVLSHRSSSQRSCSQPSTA
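assay system = CHO-OTR cells, human receptor | schedule = compound 6 min at room temperature before oxytocin, 100 s read | detection = Fluo-8 intracellular calcium fluorescence, ex 470-495, em 515-575 nm | evaluation = normalized max/min fluorescence ratio, % activation | control set = EC15 oxytocin alone as 0%, 75 nM oxytocin (EC100) as 100%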
CHRM1 antagonist = human M1 muscarinic receptor antagonists, primary screen, CHO-K1 cells, Fluo-8 calcium fluorescence, 1536-well. Muscarinic acetylcholine receptor M1 (Homo sapiens), P11229. CHO-K1 hM1, ACh EC80 antagonist. inhibition, % at 3 µM. actives 1.3% (n = 360,000). AID 588852, 2011;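 active means percent inhibition above its own plate's cutoff, namely the mean of that plate's compound wells plus 3 SD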;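 further: peak over basal fluorescence ratio during 140 s after agonist addition; 0% = ACh EC80 plus DMSO and 100% = DMSO alone without agonist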
CHO-K1 Ca antag = counter-screen for M1 antagonists: effect in parental CHO-K1 cells | ATP-induced calcium, Fluo-8 fluorescence | inhibition, % at 3 µM | AID 602250 | actives 0.6% (n = 360,000);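 active means inhibition above a per-plate cutoff, the plate's mean sample inhibition plus 3 SD, cut at about 24% in these data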;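 further: 0% = DMSO plus EC80 ATP and 100% = DMSO alone without ATP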
M4 antag = human M4 muscarinic receptor antagonists, primary screen, CHO cells, Fluo-8 calcium fluorescence; inhibition, % at 3 µM; AID 624125, 2012; actives 0.73% (n = 360,000); CHO-hM4 cells, ACh EC80;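 active means inhibition above its plate's cutoff, the mean inhibition of sample wells plus 3 SD, cut at about 27% in these data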;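 further: 0% = acetylcholine EC80 with DMSO and 100% = DMSO without agonist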
Target sequence (P08173 whole entry, looked up): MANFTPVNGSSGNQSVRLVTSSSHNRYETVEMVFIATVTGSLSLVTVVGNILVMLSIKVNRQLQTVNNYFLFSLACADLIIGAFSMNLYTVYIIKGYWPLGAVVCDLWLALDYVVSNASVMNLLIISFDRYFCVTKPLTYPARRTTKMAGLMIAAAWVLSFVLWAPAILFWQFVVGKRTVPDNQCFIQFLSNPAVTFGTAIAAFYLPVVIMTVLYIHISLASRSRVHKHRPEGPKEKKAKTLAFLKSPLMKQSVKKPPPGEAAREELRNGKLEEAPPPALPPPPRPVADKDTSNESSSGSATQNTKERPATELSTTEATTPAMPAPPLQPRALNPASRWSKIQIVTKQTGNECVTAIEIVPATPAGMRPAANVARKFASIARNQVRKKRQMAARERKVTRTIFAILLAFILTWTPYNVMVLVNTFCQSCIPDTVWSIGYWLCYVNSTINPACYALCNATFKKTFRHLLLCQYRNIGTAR
CHRM1 agonist = human M1 muscarinic receptor agonists, primary screen, Fluo-8 calcium fluorescence, CHO-K1 cells, HTS; activation, % at 3 µM; CHO-K1 hM1, agonist mode; 0% DMSO, 100% acetylcholine EC100; Muscarinic acetylcholine receptor M1 (Homo sapiens), P11229; actives 0.33% (n = 360,000);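 active means activation above the run's mean compound activation plus 3 SD, cut at about 16% in these data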;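 further: peak over basal fluorescence ratio within a 140 s kinetic read after compound addition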
M4 ag = human M4 muscarinic receptor agonists, primary screen, CHO-K1 cells, Fluo-8 calcium fluorescence; activation, % at 3 µM; actives 0.14% (n = 360,000); Muscarinic acetylcholine receptor M4 (Homo sapiens), P08173; CHO-K1 hM4/Gqi5; vehicle 0%, full acetylcholine response 100%; AID 624127, 2012;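 active means activation above the run mean over all test wells plus 3 SD, cut at about 32% in these data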;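 further: peak over basal fluorescence ratio per well then scaled between controls; 0% = DMSO wells and 100% = acetylcholine at EC100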
An asterisk follows results filed as active; / = not tested or not shown.

SMILES	M1 ag parental	M1 PAM	CHO parental Ca	OXTR potentiate	CHRM1 antagonist	CHO-K1 Ca antag	M4 antag	CHRM1 agonist	M4 ag
CCN1CCSc2ccc(C(=O)Nc3ccc(NC(C)=O)cc3)cc21	1.8	-9	-8	-8	9	18	-7	-9	2
CC(C)c1nnc(NC(=O)COC(=O)/C=C/c2ccc([N+](=O)[O-])cc2)s1	0.8	-10	-9	-6	22	-1	5	-4	0
S=C(NC1CCCC1)NC1CCCC1	1.5	10	7	-7	-3	1	3	-7	0
O=C(COC(=O)c1cc(Cl)ccc1O)Nc1ccc2c(c1)OCCO2	1.4	0	-16	-4	4	-12	-6	-4	8
CC(=O)N1CCc2c(sc(NC(=O)Cc3ccc(C)cc3C)c2C#N)C1	1.2	4	-15	-16	2	-18	-3	-2	0
c1ccc(-c2cc(-c3nc4ccccc4[nH]3)c3ccccc3n2)cc1	7.4	-16	-7	-17	28	5	24	-6	12
Cc1ccc(NC(=O)CCSc2nnc(C)o2)cc1	-0.1	6	-1	2	-8	1	-4	1	1
Cc1ccccc1NC(=O)Cn1cnc2c(oc3nc4c(cc32)COC(C)(C)C4)c1=O	0.1	-7	0	-8	7	-9	-10	-7	1
CC(CNC(=O)C(C)C)NC(=O)C(C)C (stereo not given)	0.7	12	0	-8	-12	-16	-3	-2	1
COc1ccccc1NC(=O)NNC(=O)c1cc2ccccc2cc1O	6.3	6	-3	-12	-18	-5	2	2	7
CCCN(CC(=O)Nc1ccccc1OC)C(C)C(=O)NC(C)CCc1ccccc1 (stereo not given)	-0.5	4	-17	-5	-13	-11	0	-4	0
CC(CCn1cccn1)NC(=O)CCc1nnc(CCc2ccccc2)o1 (stereo not given)	0.1	2	-17	3	0	2	2	-4	0
O=C1CSCc2nc3ccccc3n21	0.3	1	/	/	-7	-11	-18	-2	1
O=C(OCCN1CCCCC1)c1cccc(F)c1	1.0	1	-8	-4	-12	-14	-16	-10	1
Cc1cccc(NS(=O)(=O)c2ccc(C3CCCCC3)cc2)c1	2.6	-1	48*	-21	14	-3	16	-1	2
Cc1ccc(Cc2c(-c3ccc(C#N)cc3)nc3c(C)cc(Br)cn23)cc1	-0.1	-10	/	/	4	-1	-2	0	-1
Cn1ccnc1SCC(=O)c1ccc([N+](=O)[O-])cc1	-0.3	-13	-15	-2	25	6	0	-8	1
CCOC(=O)c1cc(NCc2cccs2)ccc1N1CCOCC1	0.8	16	-20	-23	-12	-9	-8	0	2
N#Cc1cccc(NC(=O)CCn2ccnc2)c1	0.1	9	-14	-8	-8	-18	-2	-2	1
Cc1cc(C)c2c(=O)n3c(nc2c1)C(Cc1ccc(O)cc1)NC(=O)c1cccnc1-3 (stereo not given)	0.2	3	/	/	-12	7	6	-4	2

As a short view, some entries already given:
SMILES	M1 ag parental	M1 PAM	CHO parental Ca	OXTR potentiate	CHRM1 antagonist	CHO-K1 Ca antag	M4 antag	CHRM1 agonist	M4 ag
CCN1CCSc2ccc(C(=O)Nc3ccc(NC(C)=O)cc3)cc21	1.8	-9	-8	-8	9	18	-7	-9	2
CC(C)c1nnc(NC(=O)COC(=O)/C=C/c2ccc([N+](=O)[O-])cc2)s1	0.8	-10	-9	-6	22	-1	5	-4	0
S=C(NC1CCCC1)NC1CCCC1	1.5	10	7	-7	-3	1	3	-7	0
O=C(COC(=O)c1cc(Cl)ccc1O)Nc1ccc2c(c1)OCCO2	1.4	0	-16	-4	4	-12	-6	-4	8
CC(=O)N1CCc2c(sc(NC(=O)Cc3ccc(C)cc3C)c2C#N)C1	1.2	4	-15	-16	2	-18	-3	-2	0
c1ccc(-c2cc(-c3nc4ccccc4[nH]3)c3ccccc3n2)cc1	7.4	-16	-7	-17	28	5	24	-6	12
Cc1ccc(NC(=O)CCSc2nnc(C)o2)cc1	-0.1	6	-1	2	-8	1	-4	1	1
Cc1ccccc1NC(=O)Cn1cnc2c(oc3nc4c(cc32)COC(C)(C)C4)c1=O	0.1	-7	0	-8	7	-9	-10	-7	1
CC(CNC(=O)C(C)C)NC(=O)C(C)C (stereo not given)	0.7	12	0	-8	-12	-16	-3	-2	1
COc1ccccc1NC(=O)NNC(=O)c1cc2ccccc2cc1O	6.3	6	-3	-12	-18	-5	2	2	7
CCCN(CC(=O)Nc1ccccc1OC)C(C)C(=O)NC(C)CCc1ccccc1 (stereo not given)	-0.5	4	-17	-5	-13	-11	0	-4	0
CC(CCn1cccn1)NC(=O)CCc1nnc(CCc2ccccc2)o1 (stereo not given)	0.1	2	-17	3	0	2	2	-4	0

Next structures follow.
SMILES	M1 ag parental	M1 PAM	CHO parental Ca	OXTR potentiate	CHRM1 antagonist	CHO-K1 Ca antag	M4 antag	CHRM1 agonist	M4 ag
CCOC(=O)c1oc2cc(O)ccc2c(=O)c1-c1csc(C)n1	-0.2	6	-5	-15	-5	-9	-4	-2	-1
O=C1NC[C@H](CCCCN2CCN(CCc3ccccc3)C(=O)C2=O)N(CCc2ccc(O)cc2)C1=O	0.5	/	/	/	/	-9	7	/	0
Cc1cccc(NC(=O)CN2CCN(C(=O)CN3C(=O)NC4(CCCCC4C)C3=O)CC2)c1C (stereo not given)	0.0	18	/	/	-10	-6	-9	0	1
CNC(=S)NC1CC2CCC(C1)N2Cc1ccccc1 (stereo not given)	-0.3	4	-1	-2	-4	-11	9	-12	1
CCCCCn1c(=O)[nH]c2cc(C(=O)NCCN(CC)CC)ccc2c1=O	0.5	-1	-15	-11	-1	-3	-1	-3	0
COc1ccc(N2CCOCC2)c(NC(=O)COc2cccc(C)c2C)c1	-0.6	-4	-36	-10	14	11	0	-4	0
Cc1n[nH]c(C)c1S(=O)(=O)N(CC(=O)NC1CCCC1)c1ccc(C(C)C)cc1	4.8	-4	-4	-6	3	12	2	-8	14
O=C(CN1CCCCC1)Nc1cc(S(=O)(=O)N2CCOCC2)ccc1N1CCCC1	0.0	-10	-2	5	9	-15	11	-9	0
COc1ccc(S(=O)(=O)N(C)C)cc1NC(=O)Cc1ccc(S(=O)(=O)N2CCOCC2)s1	0.2	13	/	/	-9	5	-12	-1	2
CCCC(C)NC(=O)COc1ccc(S(=O)(=O)N2CCCC2)cc1 (stereo not given)	-0.3	-6	-12	-1	0	-1	-3	-4	2
CC(Oc1ccc(Cl)cc1)C(=O)Nc1sccc1C(N)=O (stereo not given)	4.3	-8	-20	-11	10	-7	0	-5	4
O=C(CSc1nnc2c(n1)[nH]c1ccccc12)NCc1ccccc1F	2.0	8	-5	-8	-11	-15	-9	-5	0
Cc1ccc(S(=O)(=O)c2c(N)n(NC(=O)C3CC3)c3nc4ccccc4nc23)cc1	-0.1	10	-5	-4	-2	2	11	-2	0
CC(C)Oc1ccc(S(=O)(=O)N2CCCCC2)cc1NC(=O)C1=COCCO1	-0.9	-4	-8	-12	12	12	3	-3	6
CCS(=O)(=O)C1=NSC2=NC(=O)/C(=C\c3ccc(OS(=O)(=O)c4ccccc4)cc3)C(=N)N21	-0.4	16	5	-7	-9	-2	-2	-4	1
O=C(Nc1ccccc1[N+](=O)[O-])c1cccc(N2C(=O)CCC2=O)c1	1.0	10	-3	-2	-23	-4	12	3	1
O=C(O)CCC(=O)Nc1cccc(C(=O)Nc2cccc(Cl)c2)c1	-0.1	3	2	-1	-17	-4	-8	-2	1
COc1ccc(N2CCN(CCNC(=O)C3CCN(S(=O)(=O)c4cccs4)CC3)CC2)cc1	6.2	-7	-18	-7	10	7	0	-4	5
CCOC(=O)c1ccc(NC2c3ccccc3C(=O)N2c2ccccn2)cc1 (stereo not given)	0.3	9	-6	-2	-21	-14	-16	-5	1
O=C(c1ccco1)N1CCN(C(=O)c2cc(-c3ccccn3)nc3ccc(Cl)cc23)CC1	1.6	1	-16	-19	-1	0	-1	-3	1
COc1ccccc1CNS(=O)(=O)c1c(C(=O)N2CCCC2)c(C)n(C)c1C	0.1	0	-14	0	-2	-12	1	0	0
O=C1Nc2ccccc2C(O)(C(=O)NCc2ccco2)N1c1ccc(Cl)cc1 (stereo not given)	0.8	-2	-6	-14	15	4	-1	-3	5
O=C(COCC(=O)Nc1cccc(C(F)(F)F)c1)Nc1cccc(C(F)(F)F)c1	1.1	8	2	-4	-4	-6	17	-3	5
COc1ccc(C2NC(=O)NC(C)=C2[N+](=O)[O-])cc1 (stereo not given)	0.6	12	-10	-2	-18	-18	-5	-5	0
O=C(Cn1c(NCCO)nc2ccccc21)c1ccc(F)cc1	6.1	7	4	-9	-7	6	-1	-2	1
Cc1sc2nc(C3CC3)nc(N3CCN(C(=O)c4ccc(F)cc4)CC3)c2c1C	0.4	3	-19	-11	-12	-16	-10	-6	3
COc1ccc(NC(=O)c2cc3c(CO)cnc(C)c3oc2=Nc2cc(OC)cc(OC)c2)cc1	1.5	11	-30	-11	-7	-11	1	-3	1
CCOC(=O)c1nnsc1-c1ccc(-c2snnc2C(=O)OCC)cc1	0.4	11	-7	5	-13	-5	-1	-6	1
O=C(c1cccs1)N(c1ccc(Br)cc1)C1C=CS(=O)(=O)C1 (stereo not given)	0.0	16	-15	-6	-5	-13	-7	-3	1
COc1cc(OC)c(N(C)C(=O)c2cn(C)c(=O)c3cc(OC)c(OC)cc23)cc1Cl	0.4	10	-22	3	-6	1	3	-4	2
CC(C)n1cc(/C=C2/SC(=O)N(CC(=O)N3CCCC3)C2=O)c2ccccc21	1.7	-1	-7	-7	1	1	-21	-3	3
COc1ccc(NC(=O)C2CCCCN2S(=O)(=O)c2ccc(F)cc2)cc1 (stereo not given)	-0.3	5	-11	-14	-9	5	2	-3	2
Cc1ccc(NS(=O)(=O)c2ccc(-n3cccn3)cc2)c(Br)c1	5.5	-1	/	/	-8	-9	-15	2	9
O=C(NC(=S)Nc1cccc([N+](=O)[O-])c1)c1ccco1	0.4	-1	-14	0	2	-6	4	-5	0
Cc1ccc2c(CC(=O)Nc3ccc(N4CCN(C)CC4)cc3C)coc2c1	0.8	-3	-11	0	8	-5	8	-5	5
CC(C)CCN(C(=O)C1=COCCO1)c1c(N)n(Cc2ccccc2)c(=O)[nH]c1=O	-0.3	4	-22	1	-2	9	2	-1	0

Source: PubChem BioAssay (The Scripps Research Institute Molecular Screening Center)
